# Screens as filed in PubChem BioAssay.
# NS3 helicase inh: inhibitors of HCV NS3 helicase, primary screen, biochemical, Cy5 molecular beacon fluorescence; NS3 helicase DNA unwinding; Hepatitis C virus NS3 helicase; inhibition, % at 10.9 µM; 290,000 tested, 0.56% active;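 active = inhibition above the mean of all tested compounds plus 3 SD, set per campaign, cut at about 35% in these data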;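 also: 0% = DMSO wells and 100% = thioflavine S control wells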
#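 Test system: hepatitis C virus NS3 helicase domain fragment enzyme. Also added: annealed dual-labelled DNA beacon duplex, ATP-started. Timing: 60 min unwinding reaction at 25 °C after ATP addition. Technique: Cy5 fluorescence. Measure: % inhibition of unwinding.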
# MEKK2wt PB1 HTS: modulators of MEK5 binding to wildtype MEKK2, primary screen, biochemical, multiplex bead flow cytometry, Alexa488-MEK5. Alexa488-MEK5 binding to MEKK2 WT; actives lie on both sides. Mitogen-activated protein kinase kinase kinase 2 (Homo sapiens), Q9Y2U5. 290,000 tested, 1.1% active. binding response (% of control), % at 10 µM; in the data active = binding response below about 67% or above about 130%
# VIM-2 inh: VIM-2 metallo-beta-lactamase inhibitors, primary screen, biochemical, epi-absorbance readout, Pseudomonas aeruginosa enzyme; AID 1527, 2009; 290,000 tested, 0.89% active; inhibition, % at 5.6 µM; purified VIM-2, nitrocefin hydrolysis, epi-absorbance fluorescence;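 active = inhibition above the mean of all tested compounds plus 3 SD, cutoff set per screening run, cut at about 7.5% in these data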;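 also: red hydrolysis product quenches plate fluorescence so inhibitors raise well fluorescence; 0% = enzyme with DMSO and 100% = DMSO without enzyme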
# SUMO HTRF inh: inhibitors of in vitro SUMOylation cascade, primary screen, biochemical, HTRF, uHTS; HTRF SUMOylation assay, SAE1/SAE2 + UBC9; inhibition, % at 35 µM; 290,000 tested, 0.36% active; in the data active = inhibition above about 50%, passing the limit was not always enough; also: strong numbers were not always called active
# Target sequence (P63279 whole entry, looked up): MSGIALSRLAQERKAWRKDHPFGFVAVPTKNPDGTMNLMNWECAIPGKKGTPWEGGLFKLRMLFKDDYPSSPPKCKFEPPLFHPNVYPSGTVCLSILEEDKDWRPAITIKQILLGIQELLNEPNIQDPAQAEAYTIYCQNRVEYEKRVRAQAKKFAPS
# MEKK2 mut-MEK5: MEK5 binding signal on mutant MEKK2 PB1, primary screen, biochemical, multiplex bead flow cytometry, Alexa488-MEK5 | percent response, % at 10 µM | 290,000 tested, 0.35% active | Alexa488-MEK5 binding to MEKK2 mutant | AID 1530, 2009; in the data active = percent response above about 24%, passing the limit was not always enough; also: inactives centre near 1; some results filed as inactive read as strong as hits; reference of the scale not given here
# FID counter: compounds displacing fluorescent DNA intercalator, primary screen, artefact control for HCV NS3 helicase inhibitor project, biochemical, FID fluorescence | 290,000 tested, 0.17% active | inhibition, % at 7.9 µM | DNA fluorescent intercalator displacement | AID 1845, 2009; in the data active = inhibition above about 37%;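 also: 0% = vehicle and 100% = reference compound; higher means more ethidium bromide displaced from hairpin DNA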
# NALP1 inh: NALP1 inflammasome inhibitors in reconstituted yeast, colorimetric, S. cerevisiae, triplicate retest; inhibition, % at 10 µM; AID 2071, 2009; S. cerevisiae NALP1/ASC/caspase-1 growth, X-gal OD620, 72 h; 280,000 tested, 0.61% active; in the data active = inhibition mostly above about 24%, no sharp cut-off; inactive = mostly below about 32%; also: some compounds called inactive have numbers as strong as hits
# M18AAP inhibitor: PfM18AAP inhibitors, malaria aminopeptidase, primary screen, biochemical, QFRET, recombinant enzyme | inhibition, % at 7.35 µM | H-Glu-NHMec fluorogenic cleavage | 290,000 tested, 1.2% active | AID 1822, 2009;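 active = inhibition above the campaign mean inhibition over all tested compounds plus 3 SD, cut at about 28% in these data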;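 also: 0% = plate median of test compound wells and 100% = 2 mM ZnCl2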
# IMP-1 inh: IMP-1 metallo-beta-lactamase inhibitors, primary screen, biochemical, epi-absorbance readout, Pseudomonas aeruginosa enzyme | purified IMP-1, nitrocefin hydrolysis, epi-absorbance fluorescence | inhibition, % at 5.6 µM | 290,000 tested, 0.45% active | AID 1556, 2009;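 active = inhibition above the mean plus 3 SD of all compounds in the same screening run, cut at about 4.5% in these data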;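 also: 0% = IMP-1 with DMSO and 100% = DMSO wells lacking enzyme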
#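 system = purified recombinant IMP-1 beta-lactamase | amount = 0.2 nM IMP-1, as dispensed | medium = HEPES buffer pH 7.1 with ZnSO4 and Brij 35 | times = 25 °C, 15 min preincubation, 25 min reaction | detection = plate fluorescence quenching by hydrolysis product, ex 480/em 530 nm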
# The depositor's hits bear a star; x = not tested or not shown. Outcome played no part in choosing rows (roughly 4.7% active in at least one column).
SMILES,NS3 helicase inh,MEKK2wt PB1 HTS,VIM-2 inh,SUMO HTRF inh,MEKK2 mut-MEK5,FID counter,NALP1 inh,M18AAP inhibitor,IMP-1 inh
C/C(N)=C(/C#N)C(=O)CSc1nnnn1-c1ccccc1,3,105,-1.0,6,16,-2,4,0,-1.1
CCCCC(=O)Nc1cccc(NC(=S)NC(=O)COc2ccccc2Cl)c1,-7,108,-0.9,-15,-1,-3,11,1,-0.8
CCn1nnnc1SCC(=O)c1cc(Cl)ccc1OC,-2,99,-4.2,10,-5,-5,3,0,-1.4
CCc1cc(=O)oc2cc(OCC(=O)NCCCN3CCCC3=O)c(Cl)cc12,-1,102,0.3,5,0,-37,2,-1,-1.9
O=C(CN1C(=O)c2ccccc2C1=O)NCC1COc2ccccc2O1 (stereo not drawn),-4,103,-2.9,-7,2,-7,2,7,-1.1
CCNc1nc(N)c(C(=O)C23CC4CC(CC(C4)C2)C3)s1,-14,100,-0.4,1,-1,-21,-8,-1,-3.1
CCOC(=O)Cc1csc(NS(=O)(=O)c2ccc3ccccc3c2)n1,17,91,-0.3,-6,-5,-23,4,2,-0.6
Cc1ccc(S(=O)(=O)N2CCC(C(=O)N[C@H](C(=O)NCc3ccco3)C(C)C)CC2)cc1,7,101,-3.3,0,2,-4,11,-3,-6.5
CC(C)Cn1nnc2c(=O)oc3ccccc3c21,10,x,1.1,2,x,0,-4,5,-0.2
Fc1ccc(-c2nnc3ccccn23)cc1,-3,88,1.8,-2,-13,1,1,1,-1.0
OCC1(Cc2cccc(Cl)c2)CCCN(Cc2cn[nH]c2C2CCCCC2)C1 (stereo not drawn),-20,95,-1.8,6,-8,7,0,0,-1.5
CC(NC(=O)NCc1cccnc1)(C(F)(F)F)C(F)(F)F,-5,105,-2.9,21,3,6,-3,-6,-2.8
COc1ccc(OC)c(/C=C/C(=O)Nc2cccc(S(=O)(=O)N3CCCC3)c2)c1,-22,x,-1.6,35,x,-9,4,6,-2.7
CSc1nnc(Cn2c(=O)sc3ccccc32)n1C,0,97,0.9,-22,4,-1,7,-14,-0.2
N/C(=N/S(=O)(=O)c1ccccc1)c1cccc([N+](=O)[O-])c1,-2,92,-1.8,9,-6,-1,-6,1,-0.1
Cc1ccccc1NC1C=CS(=O)(=O)C1 (stereo not drawn),-7,106,0.7,20,6,2,0,-6,0.2
COc1ccc(NS(=O)(=O)c2ccc(OCC(=O)N3CCCC3)cc2)cc1,1,101,-1.7,-12,5,-3,x,-10,-5.1
CCOC(=O)C1CCN(C(=O)C2CCN(c3ncnc4c3nc3n4CCCCC3)CC2)CC1,1,108,-2.2,2,6,-56,-3,3,-4.1
Cc1noc(C)c1COC(=O)COc1ccc(-c2ccccc2)cc1,-16,112,-1.3,-7,25,-29,3,3,-2.8
CCCNS(=O)(=O)c1ccc(OCC(=O)NCC2CCCO2)cc1 (stereo not drawn),-5,104,-0.8,1,3,-3,15,-10,-2.4
CC(c1ccccc1F)n1cc(C(=O)NCCCn2ccnc2)nn1 (stereo not drawn),12,102,0.8,-5,3,5,-10,3,-1.3
COCCNC(=S)N/N=C(\C)CCc1ccc2c(c1)OCO2,-9,96,-1.5,-2,-2,-3,8,10,-3.4
NC(=O)CCN1CCN(S(=O)(=O)/C=C/c2ccccc2)CC1,1,101,0.5,-14,0,-5,16,-3,-2.3
COCCNC(=O)C(c1ccc(C)o1)N(Cc1ccco1)C(=O)c1snc(C(N)=O)c1N (stereo not drawn),-6,108,1.5,10,4,-15,5,-8,-0.9
COC(=O)c1ccc(NC(=O)CCN2C(=O)CSC2=O)cc1,5,96,-2.3,18,-4,-2,-7,4,-2.3
CCC(C)(C)n1nnnc1C(c1ccccc1OC)N1CCSCC1 (stereo not drawn),0,103,0.7,14,3,-30,13,-1,-3.3
CCn1cc(C(=O)NCCCN2CCN(C)CC2)c(=O)c2cc(S(=O)(=O)N3CCc4ccccc4C3)ccc21,-43,89,0.7,10,-3,24,13,10,-2.4
COc1ccc2cc(C(=O)N3CCN(Cc4ccc5c(c4)OCO5)CC3)[nH]c2c1,-18,99,0.2,19,-2,-12,30,-1,-2.0
O=c1[nH]c(N2CCN(c3ccccc3)CC2)nc2c1CCC2,-2,116,-6.8,81,22,-10,20,0,-0.9
COc1ccc(OC)c(S(=O)(=O)Nc2cnc3ccccc3c2)c1,1,105,0.2,13,4,-7,8,-2,-0.9
C/C(=N\NC(N)=S)C12CC3CC(CC(C3)C1)C2,11,92,-0.3,1,-3,0,-20,18,-1.4
O=C(COc1ccc2c3c(c(=O)oc2c1)CCC3)N1CCN(c2ccc(F)cc2)CC1,-9,100,9.1*,8,2,-35,2,-2,-2.5
N#Cc1c(NC(=S)NC(=O)c2ccccc2)sc2c1CCC2,5,97,-1.5,-3,2,-3,17,8,-1.0
Cc1c(Cl)cccc1NC(=O)CCC(=O)c1cccs1,3,104,-1.6,0,8,-6,4,2,-3.1
COC(=O)c1cc(Br)c(=O)n(CC(C)C)c1,-4,102,-3.0,27,5,-2,16,-4,-2.1
COC(=O)c1[nH]c2ccccc2c1NC(=O)c1c(F)cccc1F,-11,103,-2.4,0,5,-4,5,-2,-1.1
CCN1C(=O)CSC1=Nc1ccccc1Cl,15,109,-1.4,16,6,-5,26,-2,-3.0
O=C1CSC(c2ccccn2)N1c1ccccc1F (stereo not drawn),11,104,-1.3,0,9,0,2,3,-2.5
CCn1c(/C=C/N(C)c2ccccc2)[n+](CC)c2ccc(Cl)cc21,-6,102,0.5,6,0,3,27,-12,-1.6
Cc1cc(C)c(NC(=O)COc2ccc(-n3cnnn3)cc2)c(C)c1,9,102,-5.5,11,6,-16,-8,-1,-4.4
Cc1ccnc(NS(=O)(=O)c2cc(C(F)(F)F)ccc2Cl)c1,8,95,1.9,-1,-4,-6,7,17,0.0
O=C(Nc1ncc(Cc2cccc([N+](=O)[O-])c2)s1)c1ccco1,-2,102,-0.4,14,0,-1,-18,1,-0.7
COc1ccc(-c2cc3nc(C)c(CCC(=O)NCc4ccco4)c(C)n3n2)c(OC)c1,14,107,-2.6,15,2,-30,9,-5,-5.5
COc1cccc(N2CCN(C(=O)CCCCCNc3nc(=S)[nH]c4ccccc34)CC2)c1,2,99,-4.3,7,1,-13,-19,4,-4.0
O=C(c1ccc2c(c1)OCO2)N(Cc1cccs1)C1(C(=O)NC2CCCCC2)CCCCC1,4,98,-3.4,-6,-1,-20,21,3,-0.6
N#C/C(=C/c1ccc([N+](=O)[O-])cc1)C(N)=O,-2,102,-2.2,10,-2,-9,12,-1,-3.6
CCCOc1ccc(C(C)=O)cc1CSc1nc(O)cc(=O)[nH]1,7,98,-0.3,-6,6,-22,-6,-1,0.9
COC(=O)CC(NS(=O)(=O)c1cccs1)c1ccccc1Cl (stereo not drawn),-3,100,-5.3,24,-2,-11,27,11,-2.5
COC1(OC)N=C(NC(=O)Nc2ccccc2)C2(C#N)C(c3ccccc3)C12C#N (stereo not drawn),0,98,-3.0,-3,0,-2,3,8,-1.4
Cc1nc([N+](=O)[O-])cn1Cc1cccc2ccccc12,7,103,0.9,6,5,-2,-7,0,-0.1

# Four compounds already listed, sorted by molar mass, smallest number first:
SMILES,NS3 helicase inh,MEKK2wt PB1 HTS,VIM-2 inh,SUMO HTRF inh,MEKK2 mut-MEK5,FID counter,NALP1 inh,M18AAP inhibitor,IMP-1 inh
COCCNC(=S)N/N=C(\C)CCc1ccc2c(c1)OCO2,-9,96,-1.5,-2,-2,-3,8,10,-3.4
COc1ccc(OC)c(S(=O)(=O)Nc2cnc3ccccc3c2)c1,1,105,0.2,13,4,-7,8,-2,-0.9
COc1ccc2cc(C(=O)N3CCN(Cc4ccc5c(c4)OCO5)CC3)[nH]c2c1,-18,99,0.2,19,-2,-12,30,-1,-2.0
O=C(c1ccc2c(c1)OCO2)N(Cc1cccs1)C1(C(=O)NC2CCCCC2)CCCCC1,4,98,-3.4,-6,-1,-20,21,3,-0.6

# VIM-2 inh: what is marked active above
smiles | NS3 helicase inh | MEKK2wt PB1 HTS | VIM-2 inh | SUMO HTRF inh | MEKK2 mut-MEK5 | NALP1 inh | M18AAP inhibitor | IMP-1 inh
O=C(COc1ccc2c3c(c(=O)oc2c1)CCC3)N1CCN(c2ccc(F)cc2)CC1 | -9 | 100 | 9.1* | 8 | 2 | 2 | -2 | -2.5

# Continued.
SMILES,NS3 helicase inh,MEKK2wt PB1 HTS,VIM-2 inh,SUMO HTRF inh,MEKK2 mut-MEK5,FID counter,NALP1 inh,M18AAP inhibitor,IMP-1 inh
CCOC(=O)CCSc1nc(C)cc(C(F)(F)F)c1C#N,2,98,-3.0,7,0,-9,11,-4,-3.2
O=C(COc1cccc2cccnc12)Nc1ccccc1N1CCOCC1,6,104,-1.9,5,2,-31,5,-1,-3.3
CC(/C=C/c1ccc2c(c1)OCO2)=N/NC(=O)c1ccc(C)nc1,-2,106,-3.0,1,10,2,6,5,-2.0
COc1ccc(C2(c3ccc(OC)cc3)NC(=O)N(CC(=O)N(C)c3ccccc3)C2=O)cc1,-21,99,-0.3,-16,-8,-60,5,-1,-1.7
OC(CNc1ncnc2sccc12)c1ccccc1 (stereo not drawn),-3,97,-2.9,10,-4,-3,11,0,-4.0
CCCOc1ccc(CNC(=S)N/N=C/c2ccc([N+](=O)[O-])cc2)cc1,-6,95,-5.7,15,-4,-3,19,9,-1.4
CC/C(=N\NC(=O)CSCc1ccccc1Cl)c1ccc2c(c1)OCCO2,-2,100,-2.8,9,0,-8,31,3,-3.3
CCN(CC)S(=O)(=O)c1cc(C(=O)Nc2ccccc2C(=O)O)ccc1OC,13,91,-0.8,11,-7,-23,-9,8,-0.8
CC1CCN(C(=O)CNC(=O)Cn2ccc3ccccc3c2=O)CC1,5,109,-3.3,4,8,-3,25,-8,-4.1
O=C(NCCN1CCN(c2ccccc2F)CC1)C1c2ccccc2C(=O)N2CCc3ccccc3C12 (stereo not drawn),-14,100,-1.6,-10,2,-1,36,-2,1.2
CCn1c(N2CCN(Cc3ccc([N+](=O)[O-])cc3)CC2)nc2ccccc21,-8,105,-0.9,8,4,-10,9,1,23*
O=C(NCC1CCCO1)C(=O)N/N=C/c1cccc(Cl)c1 (stereo not drawn),-3,100,-0.5,-14,3,-7,11,-3,-0.5
COc1cc(/C=C2\SC(N)=NC2=O)cc(Cl)c1O,-5,105,0.3,-11,1,-2,6,2,-0.3
COC(=O)CNC(=O)COC(=O)c1cc(Cl)cc(Cl)c1N,2,102,-3.6,23,3,-1,0,-3,-2.6
CCN(C(=O)c1cc2c(=O)[nH]c3ccc(C)cc3c2s1)c1ccccc1C,-5,92,-2.5,8,-6,-2,x,-2,-0.9
Cc1cc(C)c(C#N)c(SCc2nc3ccccc3c(=O)[nH]2)n1,-2,99,-2.5,9,2,-8,-6,-1,-0.9
